# High-throughput results from PubChem BioAssay.
# VLA-4 inh: inhibition in human VLA-4 binding assay, primary screen, VLA-4 allosteric modulator project, MLPCN library, flow cytometry, VLA-4 expressing cells | Integrin alpha-4 (Homo sapiens), P13612 | ligand binding flow cytometry | inhibition, % (about 7 µM as worked out from the volumes in the protocol) | 330,000 compounds, 0.2% hits; in the data active means inhibition above about 50%
# Bcl-xL primary: inhibitors of human Bcl-xL, primary screen, biochemical, fluorescence polarization, HTS | AID 2129, 2009 | Bcl-2-like protein 1 (Homo sapiens), Q07817 | 320,000 compounds, 0.7% hits | inhibition, % at 10.9 µM | GST-Bcl-xL / FITC-Bim BH3 peptide fluorescence polarization;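 active means inhibition above the mean of all tested compounds plus 3 SD, cutoff set per campaign, cut at about 30% in these data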;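 further: 0% = DMSO wells and 100% = unlabeled Bim-BH3 peptide competitor; inhibitors lower millipolarization by displacing the labeled peptide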
# MCL1-BIM inh: inhibitors of MCL1 binding to BIM-BH3, primary screen, biochemical, fluorescence polarization. GST-MCL1 / FITC-Bim-BH3 fluorescence polarization. inhibition, % at 10.9 µM. 320,000 compounds, 0.68% hits. AID 2057, 2009;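 active means inhibition above the mean inhibition of all tested compounds plus 3 SD, set per campaign, cut at about 40% in these data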;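 further: 0% = DMSO wells and 100% = unlabeled Bim-BH3 peptide control; higher means more loss of mP so more displacement of Bim peptide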
# Target sequence (Q07820 whole entry, looked up): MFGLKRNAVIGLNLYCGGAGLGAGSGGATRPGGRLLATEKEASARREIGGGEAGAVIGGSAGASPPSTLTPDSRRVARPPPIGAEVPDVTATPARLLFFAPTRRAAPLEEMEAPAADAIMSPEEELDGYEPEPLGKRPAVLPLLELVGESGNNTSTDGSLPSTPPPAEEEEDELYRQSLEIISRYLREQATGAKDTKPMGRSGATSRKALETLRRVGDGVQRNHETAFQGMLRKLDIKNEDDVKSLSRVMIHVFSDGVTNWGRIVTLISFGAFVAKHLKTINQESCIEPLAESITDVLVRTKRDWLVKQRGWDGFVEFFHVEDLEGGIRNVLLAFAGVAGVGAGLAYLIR
# GRK2 aptamer HTS: compounds blocking aptamer binding on GRK2 – biochemical, human GRK2, bead flow cytometry, HTS, primary screen. Beta-adrenergic receptor kinase 1 (Homo sapiens), P25098. FAM-aptamer displacement from GRK2. inhibition of aptamer binding, % at 10 µM. 330,000 compounds, 0.59% hits. AID 488847, 2010;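 active means inhibition of aptamer binding above 40%, roughly 3 SD of noise, on plates passing a quality check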;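 further: median bead fluorescence of bound FAM aptamer so fluorescent compounds give negative values; no value below 0 was filed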
# Target sequence (P25098 whole entry, looked up): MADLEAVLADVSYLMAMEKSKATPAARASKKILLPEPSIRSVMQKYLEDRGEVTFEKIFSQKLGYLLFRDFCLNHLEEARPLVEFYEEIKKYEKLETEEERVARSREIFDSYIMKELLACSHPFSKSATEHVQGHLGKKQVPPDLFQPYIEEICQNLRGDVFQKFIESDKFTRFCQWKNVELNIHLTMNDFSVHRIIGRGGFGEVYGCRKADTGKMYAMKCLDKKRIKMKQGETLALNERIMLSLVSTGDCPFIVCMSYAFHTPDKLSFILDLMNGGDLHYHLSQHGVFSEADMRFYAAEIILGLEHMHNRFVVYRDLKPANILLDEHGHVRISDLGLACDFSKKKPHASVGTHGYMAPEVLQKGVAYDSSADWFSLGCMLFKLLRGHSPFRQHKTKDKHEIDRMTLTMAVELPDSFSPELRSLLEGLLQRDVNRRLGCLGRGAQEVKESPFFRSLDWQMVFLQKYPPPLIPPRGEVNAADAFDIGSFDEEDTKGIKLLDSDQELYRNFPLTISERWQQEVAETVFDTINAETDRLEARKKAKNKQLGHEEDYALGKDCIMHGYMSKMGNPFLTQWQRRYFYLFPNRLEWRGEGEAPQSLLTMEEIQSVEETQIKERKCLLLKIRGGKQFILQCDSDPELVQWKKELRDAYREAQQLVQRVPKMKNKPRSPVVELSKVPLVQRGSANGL
# MEX-5 binding: MEX-5 zinc finger RNA-binding disruptors – biochemical, C. elegans, fluorescence polarization, MLPCN library, primary screen. 300,000 compounds, 0.38% hits. Zinc finger protein mex-5 (Caenorhabditis elegans), Q9XUB2. MEX-5/FITC-TCR2 RNA binding; active compounds read low. activity score (negative = inhibition of binding), % at 10 µM;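 active means inhibition past about -25% in most replicates, and total fluorescence under double the plate's negative control median, limit read from the data; inconclusive means replicates evenly split on the limit, or fluorescence at least double controls; inactive means too little inhibition in most replicates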;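 further: 0% = DMSO and -100% = 5 µM competing unlabeled TCR2 RNA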
# GLD-1 RNA inh: GLD-1/TGE RNA complex disruptors, primary screen, biochemical, fluorescence polarization | Female germline-specific tumor suppressor gld-1 (Caenorhabditis elegans), Q17339 | purified GLD-1 + fluorescein TGE RNA | inhibition, % at 5.96 µM | 320,000 compounds, 0.44% hits;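 active means percent inhibition above a per-plate cutoff, the plate mean of test compounds plus 3 SD, cut at about 30% in these data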;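 further: 0% = DMSO wells with GLD-1 and probe and 100% = wells lacking GLD-1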
# Fam108B inh: mouse Fam108B serine hydrolase inhibitors, primary screen, counter-screen for RBBP9 inhibitor project, biochemical, fluorescence polarization; 300,000 compounds, 0.33% hits; recombinant Fam108B, FP-Rh probe fluorescence polarization; inhibition, % at 9.51 µM;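 active means inhibition above the screen mean inhibition plus 3 SD, computed separately per campaign, cut at about 18% in these data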;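 further: inhibitors lower polarization as less probe binds the enzyme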
# CIT2-GFP yeast: modulators of CIT2-GFP expression in yeast, primary screen, S. cerevisiae, GFP fusion, multiplex flow cytometry, MLPCN library; GFP response vs DMSO, % at 10 µM; S. cerevisiae CIT2-GFP strain, 3 h; 100 means same as DMSO wells; 320,000 compounds, 0.065% hits;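 active means GFP response relative to DMSO above a set limit, near the screen mean plus 3 SD, cut at about 150% in these data; inconclusive means Fewer than 70 cells measured for a yeast strain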;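 further: ratio of well median GFP fluorescence to mean of DMSO wells on the plate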
# AGP1-GFP MLPCN: modulators of AGP1-GFP expression in yeast TOR pathway, primary screen, cell-based, multiplex flow cytometry, S. cerevisiae, MLPCN library; 3 h; GFP as percent of DMSO wells; GFP response vs DMSO, % at 10 µM; 320,000 compounds, 0.02% hits;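 active means GFP response relative to DMSO above a set limit, near screen average plus 3 SD, cut at about 150% in these data; inconclusive means fewer than 70 cells counted for the yeast strain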;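 further: median GFP channel fluorescence of the gated AGP1 strain per well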
# An asterisk follows results filed as active; ? = inconclusive; nt = not tested or not shown. Not a hit list; any-hit rate near 2.2%.
compound,GRK2 aptamer HTS,Bcl-xL primary,VLA-4 inh,CIT2-GFP yeast,AGP1-GFP MLPCN,MCL1-BIM inh,MEX-5 binding,GLD-1 RNA inh,Fam108B inh
COc1ccc(C(=O)NC2CCCCCC2)cc1S(=O)(=O)N1CCCc2ccccc21,0,0,8,nt,99,-1,-2.2,3,-7
CSc1ccccc1OCc1cc(C(=O)NCc2ccc(C)s2)no1,0,5,-1,97,92,9,0.6,5,-3
Cc1ccc(S(=O)(=O)N/N=C\c2cn(CC(N)=O)c3ccccc23)cc1C,0,3,-1,102,94,8,0.2,-5,0
CCC(C)(C)C1CCC(NC(=O)c2ccc(S(=O)(=O)N3CCOCC3)cc2)CC1 (centres undefined),2,-9,26,?,?,-5,nt,2,nt
CC1CC(C)CN(C(=O)COC(=O)c2cc3ccccc3cc2O)C1 (centres undefined),2,3,9,84,92,-3,-0.8,4,4
COC(=O)[C@H](CC(C)C)NC(=O)c1cc2c(cn1)[nH]c1ccccc12,0,9,-5,97,94,8,-5.5,-7,5
CCOc1ccc(NC(=O)CN(C)C(=O)c2cccnc2Sc2ccc(Cl)cc2)cc1OCC,2,8,17,95,94,8,-1.4,-2,3
CCn1c(=S)sc2c(=O)n(CC(=O)Nc3ccccc3C(F)(F)F)c(C)nc21,59*,0,9,98,103,3,1.8,0,1
O=C1/C(=C/c2cccs2)Sc2ccccc21,4,-16,0,100,90,-37,0.8,-32,-2
CC(C)Oc1cccc(C(=O)C2CCCN(Cc3ccc(Oc4ncccn4)cc3)C2)c1 (centres undefined),2,0,6,101,108,4,2.5,-1,2
OCC1(Cc2ccccc2)CCCN(Cc2cn[nH]c2-c2ccccc2)C1 (centres undefined),3,3,10,87,100,1,3.5,-2,-5
CC(C)CCOP(=O)(c1ccc(N(C)C)cc1)C(Nc1ccccc1)c1ccc(N(C)C)cc1 (centres undefined),0,3,5,99,108,7,nt,1,3
CCOC(=O)N1CCC(=NNC(=O)Cn2ccc(C(F)(F)F)n2)CC1,0,8,13,113,109,5,-1.3,8,0
CC(C)c1ccc(NC2CCCN(C(=O)CN3CCCC3=O)C2)cc1 (centres undefined),0,6,8,95,93,6,0.7,0,-1
COC(=O)c1ccc(NC(=O)CCOc2ccccc2)cc1,0,4,9,104,90,6,0.6,1,1
c1coc(CN2CN=C(Nc3nc4ccccc4s3)NC2)c1,0,2,-3,96,97,0,0.1,6,-1
Cc1ccc(C(=O)Nc2nccs2)cc1,0,0,11,94,99,2,0.2,6,-1
COc1cccc2c(=O)c(C/C=C(/C)Cl)c(C)[nH]c12,1,2,-1,96,104,-1,-1.0,0,-1
O=C(CN1CCCCC1)Nc1ccc(S(=O)(=O)N2CCOCC2)cc1,1,1,3,nt,100,2,0.7,-4,1
COc1ccccc1CNC(=O)COC(=O)c1ccc2c(=O)n3c(nc2c1)CCCCC3,0,-10,32,109,105,-7,nt,0,nt
Cc1c(C(=O)OCC(=O)N(C)c2ccccc2)cccc1[N+](=O)[O-],11,0,10,92,97,-2,0.2,-3,2
COc1cnc(-c2ccccn2)nc1N(C)c1ccccc1,0,-1,11,99,100,-1,2.7,4,0
COC(=O)C1=C(Nc2ccc(C)cc2)C=C(C)C(C(=O)OC)C1c1cccc(OC)c1 (centres undefined),9,5,-4,97,103,-2,2.7,-6,-3
CN1c2ccc([N+](=O)[O-])cc2C(C)(C)C12C=Cc1cc(C(=O)O)ccc1O2 (centres undefined),3,7,10,94,99,10,-1.7,2,2
O=C(CSc1ccc(F)cc1)NCCc1ccc(Cl)cc1,1,0,-3,100,100,-8,-1.9,7,0
CC1CC(C)CN(C(=O)C2CCN(S(=O)(=O)c3cccs3)CC2)C1 (centres undefined),0,0,3,108,112,-5,-0.2,8,2
CCOc1cc(NC(=O)C2CCCO2)c(OCC)cc1NC(C)=O (centres undefined),0,5,-9,98,105,7,0.8,6,8
CCOc1ccc2nc(NC(=O)c3cccnc3)sc2c1,0,8,7,109,92,2,-3.1,2,-4
CCOC(=O)Cc1c(C)nc2c(C#N)c(C)nn2c1C,1,4,3,97,101,-4,1.1,2,0
CC(Oc1ccc2c(-c3ccccc3)cc(=O)oc2c1)C(=O)NCCN1CCOCC1 (centres undefined),1,7,7,91,86,6,-2.9,8,1
O=C(OCc1ccc(F)cc1)c1cc(S(=O)(=O)N2CCCCC2)ccc1N1CCOCC1,0,-2,-2,81,102,-4,3.6,2,1
CCCN1C2CCCC1CC(NC(=O)c1cc(OC)cc(OC)c1)C2 (centres undefined),1,7,9,103,102,12,-0.8,3,1
O=C(c1ccc(S(=O)(=O)NCC2CCCO2)cc1)N1CCN(c2ccccc2)CC1 (centres undefined),0,7,8,109,109,3,1.7,-5,-1
CCc1ccc(NC(=O)CN(c2ccc(OC)cc2)S(=O)(=O)c2c(C)nn(C)c2C)cc1,3,0,10,113,109,3,1.8,-3,-1
Cc1cccc(N2CC(C(=O)OCC(=O)Nc3sccc3C(N)=O)CC2=O)c1C (centres undefined),0,nt,1,107,102,nt,nt,1,nt
COc1ccc(Cc2nc(-c3ccccc3)no2)cc1,0,-6,3,95,100,-5,2.2,2,1
O=C1C2C3C=CC(C3)C2C(=O)N1CNc1ccccc1 (centres undefined),0,1,-5,125,131,-7,0.3,-1,0
O=C(Cn1c(C(F)(F)F)nc2ccccc21)c1ccccc1,0,4,27,99,109,4,-1.3,-1,-3
CCC(=O)N(C)CCc1cc2c(c(OC)c1/C=N/NC(=O)[C@H]1C[C@@H]1c1ccccc1)OCO2,3,4,-12,99,113,4,0.0,7,-3
C[C@@H]1CN=C2N(CCNC(=O)CCC3CCCCC3)[C@H](Cc3ccc(O)cc3)CN21,0,3,2,70,72,-7,2.2,-1,5
COc1cccc(OC)c1C(=O)NC(=S)Nc1ccc2c(c1)Cc1ccccc1-2,4,3,-6,107,109,-1,0.6,2,-4
N/C(=N\OC(=O)CCCOc1ccc(Cl)cc1Cl)c1ccccn1,4,-1,10,91,102,-2,-1.2,3,-2
CC1CCCCN1C(=O)CSc1nnc(-c2ccccc2O)o1 (centres undefined),0,14,5,85,65,36,-1.4,9,0
CN1CC(=O)N2C(c3ccc(Cl)cc3)c3[nH]c4ccccc4c3C[C@H]2C1=O (some centres undefined),3,5,10,102,101,5,1.6,0,-2
CNC(=O)NC(=O)C(OC(=O)c1cccc(S(=O)(=O)N2CCCCC2)c1)c1ccccc1 (centres undefined),0,1,0,104,100,-13,-0.4,2,-4
COc1ccc(-c2oc(/N=C/N3CCOCC3)c(C#N)c2-c2ccc(OC)cc2)cc1,1,0,3,97,100,1,0.2,4,9
Oc1ccc(-c2nc3ccccn3c2NCc2ccc3c(c2)OCO3)cc1,0,3,10,97,104,-2,-4.0,11,-3
Cc1ccc(C=Nc2ccccc2C#N)s1,0,4,-2,98,104,5,-0.6,3,-6
Nc1cc(C(=O)O)ccc1Nc1ccccc1,4,15,-6,110,100,12,-3.0,21,2
COc1ccc(OCCNC(=S)Nc2cccc3ccccc23)cc1,0,6,-20,102,97,9,-0.5,0,-3
CCOC(=O)c1cc2c(=O)n3ccccc3nc2n(CCOC)c1=NC(=O)C(C)(C)C,2,2,-25,114,111,2,0.9,-1,1
CN(c1ccccc1)C(c1ccc(F)cc1)c1nnnn1C1CCCC1 (centres undefined),6,2,5,112,98,-2,2.9,7,8
C#CC[N+](C)(C)CCN1C(=O)C2C(c3ccccc3)C=CC(c3ccccc3)C2C1=O (centres undefined),0,6,-2,110,116,3,0.8,4,3
COc1ccc(C(=O)/C=C/Sc2nc3ccccc3o2)cc1,2,-14,17,71,91,1,0.2,2,-2
CCN(CC)c1ccc(NC(=O)c2cc3c(OC)cccc3[nH]2)cc1,12,-1,13,99,102,-5,1.1,-1,21*
CC(C)NC(=O)c1ccc2c(c1)N(Cc1ccccc1)C(=O)C(C)(C)O2,1,nt,-3,102,96,nt,0.8,nt,nt

# Two entries picked at random from the list so far, as already listed:
compound,GRK2 aptamer HTS,Bcl-xL primary,VLA-4 inh,CIT2-GFP yeast,AGP1-GFP MLPCN,MCL1-BIM inh,MEX-5 binding,GLD-1 RNA inh,Fam108B inh
COc1ccc(-c2oc(/N=C/N3CCOCC3)c(C#N)c2-c2ccc(OC)cc2)cc1,1,0,3,97,100,1,0.2,4,9
O=C(c1ccc(S(=O)(=O)NCC2CCCO2)cc1)N1CCN(c2ccccc2)CC1 (centres undefined),0,7,8,109,109,3,1.7,-5,-1

# In a second layout: entries from further up.
# Under each structure – GRK2 aptamer HTS, Bcl-xL primary, VLA-4 inh, CIT2-GFP yeast, AGP1-GFP MLPCN, MCL1-BIM inh, MEX-5 binding, GLD-1 RNA inh, Fam108B inh
- O=C(OCc1ccc(F)cc1)c1cc(S(=O)(=O)N2CCCCC2)ccc1N1CCOCC1
→ 0, -2, -2, 81, 102, -4, 3.6, 2, 1
- CCCN1C2CCCC1CC(NC(=O)c1cc(OC)cc(OC)c1)C2 (centres undefined)
→ 1, 7, 9, 103, 102, 12, -0.8, 3, 1
- O=C(c1ccc(S(=O)(=O)NCC2CCCO2)cc1)N1CCN(c2ccccc2)CC1 (centres undefined)
→ 0, 7, 8, 109, 109, 3, 1.7, -5, -1
- CCc1ccc(NC(=O)CN(c2ccc(OC)cc2)S(=O)(=O)c2c(C)nn(C)c2C)cc1
→ 3, 0, 10, 113, 109, 3, 1.8, -3, -1
- Cc1cccc(N2CC(C(=O)OCC(=O)Nc3sccc3C(N)=O)CC2=O)c1C (centres undefined)
→ 0, nt, 1, 107, 102, nt, nt, 1, nt
- COc1ccc(Cc2nc(-c3ccccc3)no2)cc1
→ 0, -6, 3, 95, 100, -5, 2.2, 2, 1
- O=C1C2C3C=CC(C3)C2C(=O)N1CNc1ccccc1 (centres undefined)
→ 0, 1, -5, 125, 131, -7, 0.3, -1, 0
- O=C(Cn1c(C(F)(F)F)nc2ccccc21)c1ccccc1
→ 0, 4, 27, 99, 109, 4, -1.3, -1, -3
- CCC(=O)N(C)CCc1cc2c(c(OC)c1/C=N/NC(=O)[C@H]1C[C@@H]1c1ccccc1)OCO2
→ 3, 4, -12, 99, 113, 4, 0.0, 7, -3
- C[C@@H]1CN=C2N(CCNC(=O)CCC3CCCCC3)[C@H](Cc3ccc(O)cc3)CN21
→ 0, 3, 2, 70, 72, -7, 2.2, -1, 5
- COc1cccc(OC)c1C(=O)NC(=S)Nc1ccc2c(c1)Cc1ccccc1-2
→ 4, 3, -6, 107, 109, -1, 0.6, 2, -4
